Screens from PubChem BioAssay.
Abeta rescue = compounds reversing amyloid beta toxicity in yeast; Potency, µM (highest dose often 46.1 µM), for the others: at the highest dose growth rescue, actives largely listed as activators; yeast expressing A-beta42, growth rescue, OD600, 48 h; response scale: 0% DMSO, 100% iron-clioquinol control; 410,000 compounds, 0.063% hits; also: potency is read from the fitted curve at half-maximal effect; nearly all actives have a fitted effect of over 55% in size
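Yeast A-beta toxicity model in growth medium with pinned compounds, 48 h at 30 C; growth read as absorbance at 600 nm. Normalized to FeCl3/clioquinol equimolar mix (positive) and DMSO (negative).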
TDP43 rescue = inhibitors of TDP-43 toxicity in yeast. TDP-43 expressing yeast growth rescue, BacTiter-Glo, 24 h. Potency, µM (titrated, usually from 46.1 µM), without a hit: top-dose growth rescue (activation), most hits filed as activators. 410,000 compounds, 1.8% hits. AID 652104; also: potency is read from the fitted curve at half-maximal effect; % of control where 0% means no effect; nearly all actives have a fitted effect of over 50% in size
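Readout is BacTiter-Glo luminescence of cell growth, so inhibitors register as activators. TDP-43-expressing yeast at OD600=0.02 in galactose medium, after raffinose pregrowth to mid-log, were incubated with compound for 24 hr at 30 deg C.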
FUS suppressor = suppressors of FUS proteinopathy in yeast. Potency, µM (doses to about 76.6 µM), inactives show top-dose growth rescue (activation), most hits filed as activators. AID 1347120. 390,000 compounds, 0.24% hits. S. cerevisiae FUS-expressing, growth rescue, OD600, 24 h;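 also: potency is read from the fitted curve at half-maximal effect; plate controls were DMSO vehicle for no effect and reference control for full effect; nearly all actives have a fitted effect of over 55% in size; some results filed as inactive show a strong effect at the top dose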
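Toxicity suppression screen in FUS-yeast. Cells induced with 2% galactose, starting OD 0.005, treated 24hr at 30C with compounds at multiple final concentrations; growth by OD600.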
GLP1R inv ag = GLP-1 receptor (human) inverse agonism. P43220. HEK293 GLP-1R CRE-luciferase, luminescence, 24 h; GLP-1R form is constitutively active. Potency, µM (highest dose often 38.3 µM), for inactives: top-dose activity change, negative = inhibition, hits mostly inhibitors. 410,000 compounds, 1.6% hits. AID 624417; also: potency is read from the fitted curve at half-maximal effect; % is scaled to controls: 0 for no effect and ±100 for the full control effect; nearly all actives have a fitted effect of over 55% in size
Target sequence (P43220 whole entry, looked up): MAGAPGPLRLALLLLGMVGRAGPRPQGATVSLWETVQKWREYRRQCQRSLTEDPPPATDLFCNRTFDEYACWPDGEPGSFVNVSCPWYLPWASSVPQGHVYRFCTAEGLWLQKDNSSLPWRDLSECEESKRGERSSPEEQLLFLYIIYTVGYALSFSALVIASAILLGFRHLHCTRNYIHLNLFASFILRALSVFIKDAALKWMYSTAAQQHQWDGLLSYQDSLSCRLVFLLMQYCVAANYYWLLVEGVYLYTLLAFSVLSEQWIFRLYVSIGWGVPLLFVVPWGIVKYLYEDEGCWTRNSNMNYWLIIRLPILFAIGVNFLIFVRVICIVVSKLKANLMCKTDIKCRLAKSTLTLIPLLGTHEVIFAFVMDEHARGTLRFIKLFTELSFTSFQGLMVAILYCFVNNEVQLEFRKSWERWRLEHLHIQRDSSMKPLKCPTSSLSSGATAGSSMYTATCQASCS
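Luminescence readout: a drop in cAMP-driven luciferase signal flags inverse agonism at a constitutively active GLP-1R stably expressed in HEK293. Compound exposure lasted 24 hr at 37 deg C, 5% CO2.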
Mm-Cpn inhibitor = M. maripaludis TRiC chaperonin inhibition | purified Mm-Cpn ATPase, ADP Transcreener TR-FRET | Potency, µM (top dose mostly 76.9 µM), without a hit: at the top dose activity, negative = inhibition, actives largely listed as inhibitors | 330,000 compounds, 0.031% hits; also: potency is read from the fitted curve at half-maximal effect; % is scaled to controls: 0 for no effect and ±100 for the full control effect; nearly all actives have a fitted effect of over 80% in size
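ATPase read-out: TR-FRET ADP immunoassay (anti-ADP Eu cryptate vs ADP-d2), ex 320 nm, em 590/665 nm; signal drops as ADP forms. Enzyme 25 nM, ATP 10 uM, 30 min at 37°C after 10 min compound preincubation.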
aSyn yeast inh = rescues yeast growth from alpha-synuclein toxicity. Yeast expressing alpha-synuclein, growth rescue, BacTiter-Glo, 24 h. Potency, µM (top dose mostly 46.1 µM), for the others: top-dose growth rescue (activation), hits mostly activators. 370,000 compounds, 0.14% hits. AID 652106; also: potency is read from the fitted curve at half-maximal effect; % of control where 0% means no effect; nearly all actives have a fitted effect of over 65% in size
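Rescue of yeast growth: cells expressing toxic alpha-synuclein, induced in galactose at OD600 0.02, incubated with compound 24 h at 30 C. ATP luminescence quantified growth; inhibitors of toxicity appear as activators.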
GLP1R cytotox = cytotoxicity in counter-screen for GLP-1R inverse agonists; HEK293 cAMP-luciferase reporter cells, luminescence, 24 h; Potency, µM (titrated, usually from 38.3 µM), for the others: at the highest dose activity change, negative = inhibition, hits mostly inhibitors; 410,000 compounds, 0.13% hits;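 also: loss of luciferase light is scored as toxicity; potency is read from the fitted curve at half-maximal effect; % is scaled to controls: 0 for no effect and ±100 for the full control effect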
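1536-well qHTS counterscreen of the MLSMR; 200 cells/uL, 12 h pre-incubation, 23 nL cpd, 24 h at 37 deg C 5% CO2, luciferase detection reagent, 12 min RT, luminescence. Inhibition = undesired.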
PTHR1 agonist = activates the human parathyroid hormone receptor PTHR1 | 410,000 compounds, 0.075% hits | Potency, µM (doses to about 115 µM), inactives show at the top dose activation, hits mostly activators | Q03431 | HEK293 GP2 PTHR1 cells, GloSensor cAMP luminescence, 1 h; also: potency is read from the fitted curve at half-maximal effect; nearly all actives have a fitted effect of over 55% in size; some results filed as inactive show a strong effect at the top dose; inactives centre near -15; many of its hits are not listed in these tables
Target sequence (Q03431 whole entry, looked up): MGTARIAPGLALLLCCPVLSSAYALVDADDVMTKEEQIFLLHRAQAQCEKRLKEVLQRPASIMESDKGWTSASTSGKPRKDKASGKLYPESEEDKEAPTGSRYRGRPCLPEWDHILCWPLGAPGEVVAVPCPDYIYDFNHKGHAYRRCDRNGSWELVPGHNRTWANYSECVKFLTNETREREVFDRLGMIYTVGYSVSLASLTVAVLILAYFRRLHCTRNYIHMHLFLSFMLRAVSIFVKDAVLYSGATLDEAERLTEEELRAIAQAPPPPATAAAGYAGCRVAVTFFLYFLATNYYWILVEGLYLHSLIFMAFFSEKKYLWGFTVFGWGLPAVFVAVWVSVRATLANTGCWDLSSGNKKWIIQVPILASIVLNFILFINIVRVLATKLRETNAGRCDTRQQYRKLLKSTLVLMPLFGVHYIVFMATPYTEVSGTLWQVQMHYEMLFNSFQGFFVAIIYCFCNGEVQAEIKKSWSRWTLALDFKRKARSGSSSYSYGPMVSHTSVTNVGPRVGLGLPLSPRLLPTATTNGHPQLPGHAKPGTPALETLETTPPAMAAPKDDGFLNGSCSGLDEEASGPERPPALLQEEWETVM
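HEK-293-derived GP2 cells expressing PTHR1 and a GloSensor cAMP reporter, 3,000/well, plated overnight, given luciferin plus IBMX (each 0.5 mM as added) for 1 h at 37 °C, then compound for 1 h at 37 °C. Luminescence was read after 15 min at room temperature.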
pAkt inh = Akt phosphorylation inhibition; Neuro2A IGF-stimulated pAkt S473 HTRF, 20 min; stronger effect = lower value; 360,000 compounds, 0.32% hits; AID 651550; activity change, % for hits at 50 µM; in the data active = activity change below about -80%; inconclusive = mostly about -51% to -80%; also: % is scaled to controls: 0 for no effect and ±100 for the full control effect
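Neuro2A cells (4,500/well, DMEM with 0.5% FBS) were treated with compound at a single 50 µM final concentration, stimulated with 6 nM IGF for 20 min at 37 °C, and lysed. Phospho-Akt Ser473 was read by HTRF as 665/615 ratio ×10^4.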
Starred values were filed as active, the others as inactive; i = inactive; ? = inconclusive; . = no result given; [ ] = another dose, or the depositor's remark. Unless noted, calls follow the shape of the dose curve; as a rule, active = well fitted curve in the direction sought with a large enough effect; inconclusive = small, poorly fitted or top-dose-only effect, or another doubt; inactive = no such curve, though single readings can be large; an effect the other way counts as inactive or inconclusive. Some of the compounds tested; rates above refer to the full screens.

mol	Abeta rescue	TDP43 rescue	FUS suppressor	GLP1R inv ag	Mm-Cpn inhibitor	aSyn yeast inh	GLP1R cytotox	PTHR1 agonist	pAkt inh
CCCn1c(N)c(CC)c(=O)[nH]c1=O	-8%	-9%	26%	14%	0%	-2%	-28%	23%	i
CC(C)=CCC[C@](C)(O[C@@H]1O[C@H](CO[C@@H]2OC[C@@H](O)[C@H](O)[C@H]2O)[C@@H](O)[C@H](O)[C@H]1O)C1CC[C@]2(C)C1[C@H](O)CC1[C@@]3(C)CC[C@H](O[C@@H]4O[C@H](CO)[C@@H](O)[C@H](O)[C@H]4O)C(C)(C)C3CC[C@]12C (stereo partly specified)	2%	15%	16µM*	-13%	-13%	3%	-6%	-29%	i
CCCCNCCS(=O)(=O)NCc1ccccc1OC	3%	5%	-21%	10%	.	0%	-22%	-12%	i
O=C(c1cc2ncc(Br)cn2n1)N1CCN(C(=O)c2ccco2)CC1	-8%	8%	-6%	5%	0%	1%	2%	-9%	i
O=C(Nc1cccc(OC(F)(F)F)c1)C1Cc2c(-c3cccc(F)c3)ccnc2O1 (stereo unspecified)	-12%	?	21%	?	.	?	3%	i	i
Cc1cccc2sc(N(CCN(C)C)C(=O)/C=C/c3cccs3)nc12	-29%	-11%	.	0%	-1%	-11%	4%	-21%	i
COc1ccc(F)cc1C(=O)C1CCCN(C(=O)c2ccccc2N(C)C)C1 (stereo unspecified)	.	6%	15%	?	1%	13%	1%	-23%	i
O=C(CC1(O)C(=O)N(C/C=C/c2ccccc2)c2ccccc21)c1ccccn1 (stereo unspecified)	3%	-6%	30%	-10%	1%	12%	-29%	i	i
NNC(=O)c1cc2c(s1)-c1cc(Cl)ccc1SC2	-4%	6%	?	-24%	-12%	-8%	-15%	-61%[inhibitor]	i
Cc1ccc(C(=O)Nc2ccc(C)c(S(=O)(=O)Nc3ccccc3Cl)c2)s1	14%	16%	-10%	?	-1%	-4%	2%[1.53 µM]	-39%[inhibitor]	i
CCc1nn(C)c(-c2n[nH]c(=S)n2N)c1Cl	28%	-1%	3%	-1%	2%	-4%	-22%	-11%[57.5 µM]	i
CC1CCCC(NC(=O)c2ccncc2)C1C (stereo unspecified)	-8%	8%	-7%	9%	-1%	-1%	-2%	14%	i
CC(C)c1nn2c(=O)cc(COC(=O)CNC(=O)c3ccccc3)nc2s1	-18%	-4%	-8%	-2%	.	.	1%	-30%	.
O=C(NNc1nc(-c2ccccc2)c2cc(Br)ccc2n1)c1ccc(S(=O)(=O)N2CCCCC2)cc1	0%	0%	.	-26%	0%	-1%	5%	-12%	i
CCOC(=O)Cc1csc(NC(=O)CCCC(=O)O)n1	-1%	3%	17%	11%	-1%	0%	5%	-12%	i
Cc1ccc(OC2=NS(=O)(=O)c3ccccc32)cc1	-1%	-8%	19%	8%	-2%	.	12%	-39%[inhibitor]	.
CCCCn1cnc2c(SCc3ccccn3)nc(N)nc21	12%	-10%	-3%	94%[activator]	.	-8%	-1%	i	i
Cc1ccccc1Cn1ccc(=NCc2ccccc2)cc1	-16%	-29%	17%	2%	3%	-3%	14%	i	i
COc1cccc(CNCCNC(=O)c2ccco2)c1OC	0%	-1%	-30%	-1%	2%	-10%	-4%	-10%	i
CCc1ccc(OCC(=O)Nc2ccncc2)c(Br)c1	-8%	2%	-10%	?	1%	1%	-19%	-41%[inhibitor]	i

Random excerpt: 2 records from the list, in no set order.
mol	Abeta rescue	TDP43 rescue	FUS suppressor	GLP1R inv ag	Mm-Cpn inhibitor	aSyn yeast inh	GLP1R cytotox	PTHR1 agonist	pAkt inh
COc1ccc(F)cc1C(=O)C1CCCN(C(=O)c2ccccc2N(C)C)C1 (stereo unspecified)	.	6%	15%	?	1%	13%	1%	-23%	i
Cc1cccc2sc(N(CCN(C)C)C(=O)/C=C/c3cccs3)nc12	-29%	-11%	.	0%	-1%	-11%	4%	-21%	i

Next results:
mol	Abeta rescue	TDP43 rescue	FUS suppressor	GLP1R inv ag	Mm-Cpn inhibitor	aSyn yeast inh	GLP1R cytotox	PTHR1 agonist	pAkt inh
CN(C)CCn1c2ccccc2c2nc3ccc([N+](=O)[O-])cc3cc21	-13%	-11%	9%	13%	0%	-6%	0%	-9%	i
Cc1ccc(-c2c(C(=O)N3CCN(c4ccc(F)cc4)CC3)oc(=O)c3ccccc23)cc1	-2%	14%	0%	22%	.	.	-5%	-17%	.
COc1ccc(C2CC(=O)c3cc(-c4nc(-c5ccc(Cl)cc5)c(C)s4)c(=O)[nH]c3C2)cc1 (stereo unspecified)	-3%	16%	4%	-16%	.	.	5%	-10%	.
O=S1(=O)CCC(n2nccc2-c2ccccc2)C1 (stereo unspecified)	4%	-2%	1%	31%[activator]	1%	4%	-1%	i	i
COc1ccc(-c2nc(CS(=O)CC(=O)NCc3ccc(Cl)cc3)c(C)o2)cc1OC (stereo unspecified)	-15%	7%	-3%	75%[activator]	0%	24%	-1%	5%	i
Cc1cccc(NC(=O)CN(CC2CCCO2)C(=O)c2cc(S(=O)(=O)N(C)C)ccc2F)c1C (stereo unspecified)	5%	1%	17%	13%	-2%	0%	7%	i	i
CCOC(=O)C1C(=O)NC(N2CCN(Cc3ccccc3)CC2)=NC1c1ccco1 (stereo unspecified)	15%	-23%	5%	7%	0%	-2%	18%	-12%[57.5 µM]	i
Cc1ccc(Cl)cc1N1CCN(CCCNc2ncnc3onc(-c4ccc(Cl)cc4)c23)CC1	8%	11%	-23%	-5%	.	.	-1%	-17%	.
COc1ccc(-n2c(COc3cccc(C)c3)nnc2SCC(=O)NCc2ccco2)cc1	22%	21%	38%	0%	2%	9%	1%	-11%	i
COCCCNC(=O)c1ccc(N2CCCC2)c(NS(=O)(=O)c2ccc(C)cc2)c1	21%	5%	14%	0%	-2%	1%	-2%	-7%[57.5 µM]	i
CSc1sccc1/C=N/NC(=O)c1ccncc1	-16%	10%	-5%	12%	-7%	2%	1%	i	i
CC(=O)Nc1ccc(Nc2nnc(-c3ccc(C)c(S(=O)(=O)NCC4CCCO4)c3)c3ccccc23)cc1 (stereo unspecified)	3%	-4%	-14%	8%	1%	0%	5%	4%	i
Cc1cccc(C)c1NC(=O)C1c2ccccc2Oc2ccccc21	6%	21%	-5%	13%	2%	6%	16%[1.53 µM]	i	i
Cn1c(CCN2CCCC2)nc2cc(NC(=O)COc3ccc(Cl)cc3)ccc21	-12%	-2%	-2%	?	.	?	-20%	i	i
O=C(NCCc1c[nH]c2ccccc12)C(F)(F)F	-8%	11%	-15%	8%	0%	-6%	-11%	i	i
CNC(=O)/C(C#N)=C/c1c(N2CC(C)OC(C)C2)nc2ccccn2c1=O (stereo unspecified)	1%	0%	.	20%	-2%	1%	274%[activator]	i	i
O=C(Nc1ccccc1)Nc1nc(-c2ccc(Cl)cc2)cs1	1%	6%	.	0%	-3%	-1%	12%	i	i
CC(C)(C)SCCNC(=O)/C=C/c1ccccc1	0%	20%	-6%	-18%	-1%	9%	-12%	i	i
COc1ccc(Cl)cc1NC(=O)CN(C)C(=O)c1ccc(COc2ccccc2)cc1	?	29%	29%	?	-1%	1%	-8%	-26%	i
CC1=C/C(=C\c2ccc(Br)o2)C(=O)O1	-4%	-10%	-1%	16%	0%	8%	9%	i	i
COC(=O)c1c(NC(=O)CN(C)CC(=O)Nc2ccc(C)cc2)sc2c1CCC(C)C2 (stereo unspecified)	-3%	6%	-16%	6%	-4%	10%	-18%	i	i
O=C(Cc1ccc(Cl)cc1)NCC(=O)N1CCC2(CC1)NCCc1[nH]cnc12	-6%	4%	5%	8%	.	13%	-7%	-18%	i
COc1ccc(CCNCc2cc3ccc(C)cc3[nH]c2=O)cc1OC	-7%	7%	-16%	5%	-1%	-2%	-4%	i	i
COc1ccccc1N1CCN(C(=O)c2ccccc2SCC(=O)N2CCCC2)CC1	8%	-5%	11%	0%	0%	-6%	8%	-23%	i
CCN1C(=O)CC(N2CCN(c3ccc(Cl)cc3)CC2)C1=O (stereo unspecified)	-63%[inhibitor]	22%	-6%	0%	1%	2%	-3%	i	i
Cc1cccc(N(CC(=O)NC2CCCC2)C(=O)c2nsc(Cl)c2Cl)c1C	-9%	-8%	15%	?	1%	18%	0%	-1%	i
O=C(c1n[nH]c2ccccc12)N1CCCCC1	11%	3%	13%	2%	1%	-2%	12%	-25%	i
CCc1ccccc1N(C)C(=O)Cn1cnc2sc(C)c(S(=O)(=O)N3CCN(c4ncccn4)CC3)c2c1=O	-6%	16%	-4%	10%	.	.	-5%	-1%	.
COc1ccccc1OCCNC(=O)c1cc(=O)[nH]c2ccccc12	15%	4%	-1%	1%	-1%	2%	3%	-7%	i
CCOc1ccc(NC(=O)CC2C(=O)N(c3cccc(C)c3)C(=O)N2Cc2cccnc2)cc1 (stereo unspecified)	21%	5%	12%	-10%	.	.	-1%	-23%	.
